# C-LANA FP = inhibitors of KSHV LANA C-terminal domain DNA binding. actives 0.078% (n = 340,000). inhibition, % at 9 µM. AID 504423. MBP-C-LANA/FAM-LBS DNA binding, fluorescence polarization;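 active = highest replicate inhibition at or above 60% at 9 µM, even if other replicates fall short; inactive = all replicates below 60% inhibition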;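 note: 0% = neutral control wells and 100% = 4 µM acridine orange control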
# NSD2 HMT inh = inhibitors of human histone methyltransferase NSD2; O96028; NSD2 peptide methylation, AlphaScreen, 120 min; AID 743445; actives 0.54% (n = 310,000); inhibition, % at 12.5 µM; in the data active = inhibition above about 50%
# DSG3 Ab inh = inhibitors of pemphigus antibody binding to human desmoglein-3; binding (percent of control), % at 10 µM; DSG3-coupled beads, scFv-anti-DSG3-GFP binding, flow cytometry; hits give low values; actives 0.48% (n = 310,000); P32926; AID 588358;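 active = binding more than 3 SD below its plate's average and above zero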;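 note: hits lower antibody fragment binding to DSG3; some compounds called inactive have numbers as strong as hits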
# Arr AP2 block = inhibitors of human beta-arrestin and AP2 interaction. AID 504490. actives 0.31% (n = 340,000). inhibition, % at 10 µM. FITC-arrestin peptide / GST-AP2 beads, flow cytometry; AP2 beta2 appendage carries R879A mutation;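 active = inhibition above a set limit, near 3 SD of compounds lacking own fluorescence, cut at about 54% in these data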;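 note: plate controls were DMSO wells for no effect and 5 µM unlabelled arrestin peptide for full effect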
#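 Material – AP2 appendage R879A on GSH beads · Buffer or medium – PBS with 0.05% Tween 20 and 0.1% BSA · Probe or stimulus – fluorescein-tagged arrestin peptide at 50 nM final · Incubation – compound with beads 12 min RT, then probe 1 h RT · Detection – high-throughput flow cytometry of beads, ex 488, em 535 nm · Evaluation – percent response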
# DAGLB inh = blocks human DAGLB lipase activity | Q8NCG7 | HEK293T DAGLB membrane lysate, EnzChek fluorogenic substrate | inhibition, % at 5.17 µM | actives 0.059% (n = 340,000); in the data active = inhibition above about 34%;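 note: 0% = enzyme with vehicle and 100% = wells lacking enzyme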
# RTF Ca sens inh = cardiac RTF calcium desensitization | P19429+P45379 | IANBD-labeled cardiac RTF, Ca2+ fluorescence | inhibition, % at 7.15 µM | actives 0.12% (n = 340,000) | AID 493244;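 active = inhibition above the mean inhibition of all tested compounds plus 3 SD, cut at about 17% in these data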;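 note: assay run at fixed EC70 calcium of 1.6 mM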
# V-ATPase pHluor = alters yeast V-ATPase proton transport. S. cerevisiae, pHLuorin cytosolic pH fluorescence. response, % at 10 µM. actives 0.37% (n = 350,000); in the data active = response mostly above about 7.3%, no sharp cut-off; inactive = mostly below about 5.4%; note: actives read high; inactives centre near 0; some compounds called inactive have numbers as strong as hits; reference of the scale not given here
# Keap1 Nrf2 FP = disrupts human Keap1 binding to Nrf2 peptide; Q14145; AID 504523; actives 0.15% (n = 340,000); Keap1 Kelch-Nrf2 peptide fluorescence polarization, 1536-well; inhibition, % at 9.4 µM; in the data active = inhibition above about 12%;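 note: human Keap1 Kelch domain with fluorescein labeled Nrf2 9mer peptide probe; 0% = neutral control wells and 100% = peptide positive control; higher means more block of Keap1 binding to Nrf2 peptide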
# Target sequence (Q14145 whole entry, looked up, the tested form may be a part): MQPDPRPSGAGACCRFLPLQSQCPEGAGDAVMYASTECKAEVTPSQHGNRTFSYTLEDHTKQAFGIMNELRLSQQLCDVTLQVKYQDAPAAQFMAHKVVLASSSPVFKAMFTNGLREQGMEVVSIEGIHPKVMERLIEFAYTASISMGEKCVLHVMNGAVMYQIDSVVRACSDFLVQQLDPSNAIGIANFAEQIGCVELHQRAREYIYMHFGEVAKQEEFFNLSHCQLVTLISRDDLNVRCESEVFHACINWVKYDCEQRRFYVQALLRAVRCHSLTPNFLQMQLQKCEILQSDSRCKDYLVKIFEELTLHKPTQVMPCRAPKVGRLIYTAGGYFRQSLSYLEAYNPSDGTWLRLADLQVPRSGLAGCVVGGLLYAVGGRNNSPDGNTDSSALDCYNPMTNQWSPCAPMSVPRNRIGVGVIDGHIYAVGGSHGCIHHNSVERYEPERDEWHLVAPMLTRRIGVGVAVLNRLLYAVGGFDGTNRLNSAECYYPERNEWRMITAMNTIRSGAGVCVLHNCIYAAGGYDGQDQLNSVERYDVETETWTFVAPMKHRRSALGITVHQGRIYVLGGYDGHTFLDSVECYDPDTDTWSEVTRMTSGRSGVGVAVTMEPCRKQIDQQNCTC
# CAL PDZ FP-1 = human CAL PDZ-peptide interaction inhibition; Q9HD26; purified CAL PDZ, TMR-peptide fluorescence polarization, 1 h; inhibition, % at 20 µM; actives 0.02% (n = 330,000); AID 504414;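 active = highest replicate inhibition of at least 40%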;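 note: plate controls were DMSO neutral control wells for no effect and unlabeled competitor peptide control wells for full effect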
#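 Material: tagged CAL PDZ domain; buffer or medium: 25 mM sodium phosphate pH 7.4, 150 mM NaCl, TCEP, IgG, Thesit; compound dosing: single point, 20 µM; schedule: 1 h incubation at room temperature before polarization reading; measured by: FP readout, S and P plane fluorescence; read-out basis: percent inhibition from loss of millipolarization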
# CAL PDZ FP-2 = CAL PDZ (human) peptide binding inhibition | purified CAL PDZ, TMR-peptide fluorescence polarization, 1 h | inhibition, % at 24.9 µM | actives 0.92% (n = 300,000) | AID 602252;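 active = mean inhibition of at least 30% with at least half of replicates also reaching 30%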;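 note: 0% = DMSO neutral control and 100% = excess unlabeled competitor peptide PRC23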
# * hit, by the source's call; nt = not tested or not shown.
SMILES,C-LANA FP,NSD2 HMT inh,DSG3 Ab inh,Arr AP2 block,DAGLB inh,RTF Ca sens inh,V-ATPase pHluor,Keap1 Nrf2 FP,CAL PDZ FP-1,CAL PDZ FP-2
CCOc1ccc(C2CC(=O)NC2=O)cc1 (centres undefined),-0.4,1,96,34,-2,-14,3,2,-1.3,2
CC(C)CNC(=O)c1cccc2c1-c1ccccc1C2=O,0.7,-3,99,-11,0,-3,-3,0,-0.6,-4
COc1ccc(CN(CC2CCCO2)C(=O)CN2C(=O)C(C)Oc3ccc(C)cc32)cc1OC (centres undefined),1.5,-2,nt,-7,-3,11,1,-1,-1.2,-5
Cc1nnc(SCC(=O)Nc2ccc3c(c2)OCO3)n(N)c1=O,0.0,-1,126,51,0,-8,-3,0,-0.5,3
O=C(N1CCOCC1)N1CCN(C(c2ccccc2)c2ccccc2)CC1,-0.2,-1,102,0,1,-7,4,-4,-1.1,4
COc1ccc(S(=O)CC(=O)Nc2ccc(Cl)cc2Cl)cc1 (centres undefined),1.2,-2,100,-13,0,-4,-1,-5,nt,4
O=C(COC(=O)c1ccncc1)NCCCc1ccccc1,2.4,-1,144,-14,2,1,0,-6,-2.0,-4
CN(C)S(=O)(=O)c1ccc(Cl)c(NC(=O)COC(=O)C2CCCO2)c1 (centres undefined),-0.3,nt,93,3,-1,-11,-1,-2,-3.0,1
CCOC(=O)C1CCCN(CCC(=O)Nc2cc(C)ccc2C)C1 (centres undefined),0.7,-1,88,-8,-1,6,6,1,-1.4,-3
Cc1cc(C(=O)OCC(=O)N2CCN(c3ccccc3)CC2)c2ccccc2n1,3.5,-6,91,9,1,-18,16,5,-3.2,0
CC(=O)Nc1ccc(S(=O)(=O)Nc2nc3ccccc3nc2Nc2cccc(S(N)(=O)=O)c2)cc1,1.6,-140,84,6,-1,-1,0,5,-2.2,-2
Cc1onc(-c2ccccc2)c1C(=O)Nc1c(C)n(C)n(-c2ccccc2)c1=O,1.7,nt,99,-18,0,-5,nt,-4,-1.3,1
CCCNC(=O)Nc1ccc2c(c1)nc(C)n2C,0.3,-6,105,30,2,3,5,-1,-1.9,2
N/C(=N\OC(=O)c1ccco1)c1ccccc1,0.3,6,120,11,-6,-5,2,0,-1.4,-3
Cc1ccsc1C=Nc1ccc(O)cc1,2.1,nt,101,17,7,2,0,-1,1.7,3
Cc1cccc(N2C(=NC(=O)c3ccccc3)SC3CS(=O)(=O)CC32)c1 (centres undefined),1.2,1,nt,-5,1,-15,-2,0,-2.0,-5
O=C(Nc1cccnc1)c1ccc(COCC(F)(F)F)cc1,0.9,-1,120,4,4,1,5,-3,-1.9,-1
Cc1ccccc1N=C1NC(=O)/C(=C/c2cccn2C)S1,6.0,12,109,-10,4,-2,9,-5,-0.3,nt
COc1ccc(OC)c(N/C=C/C(=C(C#N)C#N)N(C)C)c1,1.0,3,105,-1,nt,nt,0,-6,-1.3,2
O=C(Nc1ccccc1C(=O)N1CCOCC1)C1CC(=O)N(c2ccc(F)cc2)C1 (centres undefined),-1.2,8,110,-29,-1,-6,0,-2,-1.3,1
COc1ccc(N(CC(=O)NC2CCCC2)C(=O)CCC(=O)Nc2cc(C)on2)cc1,0.2,-1,99,4,-2,-6,-3,-2,-3.2,-6
COc1ccc(N(CC(=O)NCc2ccccc2OC)S(=O)(=O)c2ccccc2[N+](=O)[O-])c(OC)c1,0.3,7,102,7,-1,-2,2,-4,-0.2,1
Cc1csc(NC(=O)CCC(=O)c2cccs2)n1,-1.0,6,96,8,3,-2,3,-4,-0.9,-1
CCCc1cc(C(=O)Nc2cc(C)nn2-c2ccccc2)no1,0.1,nt,103,5,-2,-10,0,1,-0.6,nt

# Eleven consecutive entries from above, for reference:
SMILES,C-LANA FP,NSD2 HMT inh,DSG3 Ab inh,Arr AP2 block,DAGLB inh,RTF Ca sens inh,V-ATPase pHluor,Keap1 Nrf2 FP,CAL PDZ FP-1,CAL PDZ FP-2
CC(=O)Nc1ccc(S(=O)(=O)Nc2nc3ccccc3nc2Nc2cccc(S(N)(=O)=O)c2)cc1,1.6,-140,84,6,-1,-1,0,5,-2.2,-2
Cc1onc(-c2ccccc2)c1C(=O)Nc1c(C)n(C)n(-c2ccccc2)c1=O,1.7,nt,99,-18,0,-5,nt,-4,-1.3,1
CCCNC(=O)Nc1ccc2c(c1)nc(C)n2C,0.3,-6,105,30,2,3,5,-1,-1.9,2
N/C(=N\OC(=O)c1ccco1)c1ccccc1,0.3,6,120,11,-6,-5,2,0,-1.4,-3
Cc1ccsc1C=Nc1ccc(O)cc1,2.1,nt,101,17,7,2,0,-1,1.7,3
Cc1cccc(N2C(=NC(=O)c3ccccc3)SC3CS(=O)(=O)CC32)c1 (centres undefined),1.2,1,nt,-5,1,-15,-2,0,-2.0,-5
O=C(Nc1cccnc1)c1ccc(COCC(F)(F)F)cc1,0.9,-1,120,4,4,1,5,-3,-1.9,-1
Cc1ccccc1N=C1NC(=O)/C(=C/c2cccn2C)S1,6.0,12,109,-10,4,-2,9,-5,-0.3,nt
COc1ccc(OC)c(N/C=C/C(=C(C#N)C#N)N(C)C)c1,1.0,3,105,-1,nt,nt,0,-6,-1.3,2
O=C(Nc1ccccc1C(=O)N1CCOCC1)C1CC(=O)N(c2ccc(F)cc2)C1 (centres undefined),-1.2,8,110,-29,-1,-6,0,-2,-1.3,1
COc1ccc(N(CC(=O)NC2CCCC2)C(=O)CCC(=O)Nc2cc(C)on2)cc1,0.2,-1,99,4,-2,-6,-3,-2,-3.2,-6

# Further records follow:
SMILES,C-LANA FP,NSD2 HMT inh,DSG3 Ab inh,Arr AP2 block,DAGLB inh,RTF Ca sens inh,V-ATPase pHluor,Keap1 Nrf2 FP,CAL PDZ FP-1,CAL PDZ FP-2
Cc1cc(C)n2nc(SCc3cccc(S(=O)(=O)N(C)C)c3)nc2n1,0.3,-3,nt,2,-1,-8,0,0,nt,43*
COc1ccc(N2CCN(c3ccc(NC(=O)NN)cc3)CC2)cc1,1.0,3,113,31,8,-1,2,-2,-15,-6
Oc1cccc(NC(=S)Nc2ccc(SC(F)F)cc2)c1,0.0,2,98,-4,3,-10,4,-2,0.1,-3
Cc1ccc(Cl)cc1N=C(N)N=C(N)N,8.0,-1,91,19,0,-6,0,-2,0.2,-1
COc1ccc(C2Sc3nncn3N2Cc2ccc(C#N)cc2)cc1 (centres undefined),1.1,1,92,-36,0,4,0,-2,0.0,-2
COc1ccccc1-c1oc2ccccc2c1C#CC(C)(C)O,1.3,nt,103,-2,-3,2,1,2,-0.1,-2
CCc1ccc(OCC(=O)NNC(=O)Cc2cccs2)cc1,-1.1,0,98,0,-3,-2,0,-5,0.0,2
COC(=O)C1CCN(CC(=O)Nc2ccc(OC)c(Cl)c2)CC1,-1.6,-17,101,-5,-2,7,3,1,-2.5,-1
COc1ccc(-n2nc(C(=O)NCC(=O)Nc3cc(Cl)c(OC)cc3OC)c3ccccc3c2=O)cc1,-1.7,-1,102,4,1,8,-4,-5,-1.7,-3
COC(=O)[C@H](Cc1ccccc1)NC(=O)N(C)Cc1ccccc1,1.4,-6,nt,5,-2,0,2,-1,0.8,-5
CC1(c2ccc(Cl)cc2)NC(=O)N(CC(=O)Nc2cccnc2Cl)C1=O (centres undefined),-0.6,-1,95,-5,3,-6,-2,-3,-2.7,-2
O=S(=O)(NCc1c(Cl)cccc1Oc1ccccc1)c1ccccc1,0.4,31,108,12,-3,3,3,-6,-0.6,nt
Cc1cc(C)c(NS(=O)(=O)c2ccc3c(c2)oc(=O)n3C)c(C)c1,nt,0,98,nt,1,nt,1,nt,nt,nt
O=C(Nc1nnc(C23CC4CC(CC(C4)C2)C3)s1)c1ccc(N2C(=O)CCC2=O)cc1,0.0,nt,110,19,-1,-6,0,1,0.3,-2
Cc1ccc(-c2cc(C#N)c(=O)n(Cc3c(Cl)cccc3Cl)c2)cc1,-0.4,-2,97,25,-2,1,0,-1,-0.5,-3
CC(C)(C)C(=O)Nc1ccccc1N1CCN(c2ccc(F)cc2)CC1,0.7,-1,113,-5,-2,-8,-4,5,nt,-3
Cc1cccc(N2CCN(C(=O)C(C)n3nc(C)n4c(cc5occc54)c3=O)CC2)c1C (centres undefined),-1.8,3,103,0,3,2,0,-1,nt,-3
CCN(C(=O)COC(=O)Cc1c(F)cccc1Cl)c1c(N)n(Cc2ccccc2)c(=O)[nH]c1=O,-0.5,-2,104,32,0,-11,3,0,-0.4,1
CC(C)c1cc(NCCCN2CCOCC2)n2c(nc3ccccc32)c1C#N,2.0,-4,96,7,0,-6,0,-1,-1.7,0
CC1=NNC(=O)C1CCC(=O)N/N=C\c1cccc(Cl)c1 (centres undefined),-1.2,-3,103,9,2,4,1,0,-1.5,5
O=C(NCC(c1ccco1)N1CCc2ccccc2C1)c1cccc([N+](=O)[O-])c1 (centres undefined),0.8,3,113,-9,-1,-13,1,1,0.2,-7
CC1CCCC(NC(=O)CN2C(=O)NC(C)(c3ccccc3)C2=O)C1C (centres undefined),0.5,-1,105,21,-2,14,-6,-2,0.0,10
COc1ccccc1N1CCN(C(=O)Cc2ccc(Cl)cc2)CC1,-0.3,-1,119,-2,-6,-1,-1,-3,1.7,-3
CC1Cc2ccccc2N1C(=O)c1cc2sccc2n1Cc1ccc(F)cc1 (centres undefined),-2.0,-1,nt,6,-8,-1,-2,2,0.0,-1
Cn1c(CC(=O)NNC(=O)c2ccccc2[N+](=O)[O-])nc2ccccc21,0.3,-2,94,28,1,-15,-2,4,0.8,nt
CCCc1cc(Nc2ccc(C)cc2)n2ncnc2n1,-5.9,0,99,2,-8,0,2,8,-1.1,-2
CCO/N=C(/c1nonc1N)N1CCN(c2ccc([N+](=O)[O-])cc2)CC1,-2.4,-3,104,1,0,1,1,-5,-0.4,0
O=C1/C(=C/c2ccc(F)cc2)CCC1C1CCCC1 (centres undefined),-1.5,-2,104,7,-7,-4,2,-4,-0.5,-2
C[C@@H]1CN([C@H](C)CO)C(=O)c2cc(NS(=O)(=O)c3cccs3)ccc2O[C@H]1CN(C)Cc1ccccc1,1.2,nt,103,9,-5,-2,-5,-1,0.5,-2
Cc1ccccc1CC(=O)Nc1cccnc1,0.1,0,119,42,-2,-3,-2,0,0.6,0
Cc1ccc(N(C(=O)c2csnn2)C(C(=O)NC2CCCC2)c2cccnc2)cc1 (centres undefined),-1.5,1,99,-9,2,5,3,-1,0.2,5
CN(C)CCCCOc1ccc(Br)cc1Cl,-3.0,nt,102,-6,2,-3,-2,-2,-3.4,83*

# Bioassay records as filed in PubChem BioAssay.

# Some of the compounds tested (hit frequency here may not be typical).
